Screens: PubChem, National Center for Advancing Translational Sciences (NCATS)
Pol iota inh = blocks human DNA polymerase iota activity; Pol iota fluorescent replication assay, 10 min; Q9UNA4; Potency, µM (top dose mostly 115 µM), for inactives: top-dose activity, negative = inhibition, usual class: inhibitors; actives 1% (n = 390,000); AID 588590
Target sequence (Q9UNA4 whole entry, looked up): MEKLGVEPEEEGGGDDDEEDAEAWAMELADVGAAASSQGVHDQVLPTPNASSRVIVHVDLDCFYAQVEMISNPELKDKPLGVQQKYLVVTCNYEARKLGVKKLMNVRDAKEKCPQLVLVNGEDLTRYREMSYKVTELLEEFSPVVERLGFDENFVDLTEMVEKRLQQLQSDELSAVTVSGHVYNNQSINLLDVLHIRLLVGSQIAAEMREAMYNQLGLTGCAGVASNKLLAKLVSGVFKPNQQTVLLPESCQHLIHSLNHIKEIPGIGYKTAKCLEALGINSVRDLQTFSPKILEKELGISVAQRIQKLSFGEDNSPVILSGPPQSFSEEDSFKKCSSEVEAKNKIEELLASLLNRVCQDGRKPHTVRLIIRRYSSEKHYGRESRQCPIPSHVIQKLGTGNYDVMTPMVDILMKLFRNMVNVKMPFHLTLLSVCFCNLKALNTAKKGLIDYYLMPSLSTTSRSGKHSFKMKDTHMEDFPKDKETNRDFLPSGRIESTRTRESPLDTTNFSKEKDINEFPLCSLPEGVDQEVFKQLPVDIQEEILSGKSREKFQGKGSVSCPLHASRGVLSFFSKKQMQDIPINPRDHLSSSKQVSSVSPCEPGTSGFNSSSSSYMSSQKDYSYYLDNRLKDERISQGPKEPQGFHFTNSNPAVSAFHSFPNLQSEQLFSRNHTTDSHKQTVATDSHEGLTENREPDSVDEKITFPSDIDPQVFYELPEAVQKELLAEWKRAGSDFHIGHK
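Fluorescent replication assay read twice, at 0 min and 10 min after adding 50 nM (final) substrate. Enzyme (10 nM) and compounds were first incubated 15 min at room temperature; enzyme-free buffer wells were negative controls.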
BLM inh = blocks DNA unwinding by human BLM helicase; P54132; recombinant BLM DNA unwinding, fluorescence dequenching; Potency, µM (titrated, usually from 56.1 µM), inactives show top-dose activity change, negative = inhibition, most hits filed as inhibitors; actives 0.2% (n = 350,000);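 also: plate controls were vehicle for no effect and no enzyme for full effect; nearly all actives have a fitted effect of over 35% in size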
BAZ2B block = inhibitors of human BAZ2B bromodomain; Q9UIF8; AlphaScreen BAZ2B-H3K14Ac peptide displacement; Potency, µM (doses to about 114 µM), for the others: at the highest dose activity change, negative = inhibition, most hits filed as inhibitors; actives 4.4% (n = 360,000); also: % is scaled to controls: 0 for no effect and ±100 for the full control effect; nearly all actives have a fitted effect of over 60% in size
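Complex of BAZ2B and biotin-H3K14Ac (50 nM apiece) forms over 30 min at RT, then faces library compounds up to 110 uM for another 30 min; AlphaScreen beads added, 20 min dark incubation, luminescence read.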
POLK inh = blocks human DNA polymerase kappa activity; actives 0.53% (n = 400,000); AID 588579; purified Pol kappa, fluorescent DNA synthesis assay, 10 min; Potency, µM (highest dose often 107 µM), without a hit: top-dose activity, negative = inhibition, most hits filed as inhibitors; also: % is scaled to controls: 0 for no effect and ±100 for the full control effect
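10 nM Pol kappa preincubated 15 min at room temperature with compounds, then reaction started with substrate at 50 nM final. Fluorescence read kinetically at 0 and 10 min; buffer-only wells served as negative control.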
Apoferritin bind = candidate novel general anesthetic via apoferritin binding | P02791 | apoferritin/1-aminoanthracene competitive binding, fluorescence | Potency, µM (doses to about 77.5 µM), for inactives: top-dose activity change, negative = displacement, usual class: inhibitors | actives 0.074% (n = 350,000) | AID 485281; also: % is scaled to controls: 0 for no effect and ±100 for the full control effect; nearly all actives have a fitted effect of over 20% in size
Target sequence (P02791 2-175 limits assumed): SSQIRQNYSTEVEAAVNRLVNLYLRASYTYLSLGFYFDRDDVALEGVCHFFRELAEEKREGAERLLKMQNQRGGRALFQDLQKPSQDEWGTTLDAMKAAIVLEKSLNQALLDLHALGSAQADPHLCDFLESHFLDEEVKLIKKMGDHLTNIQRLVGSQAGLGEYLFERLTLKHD
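Steps: apoferritin (10 uM) was premixed with half-saturated 1-AMA in PBS, compounds were pin-transferred, plates stood 10 min at room temperature, fluorescence was read at 380/535 nm, and curves were fitted with a Hill equation.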
Pol eta inh = inhibitors of human DNA polymerase eta. Potency, µM (titrated, usually from 114 µM), for the others: top-dose activity change, negative = inhibition, hits mostly inhibitors. recombinant Pol eta, fluorescent DNA replication assay. actives 1.2% (n = 390,000). AID 588591. Q9Y253; also: % is scaled to controls: 0 for no effect and ±100 for the full control effect
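Pol eta at 10 nM preincubated with compounds 15 min at room temperature; reaction started with fluorescent substrate (50 nM final) and read kinetically at 0 and 10 min.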
APEX1 inh = inhibitors of human APE1 endonuclease | P27695 | recombinant APE1, TAMRA/BHQ-2 abasic DNA cleavage fluorescence | Potency, µM (doses to about 65.8 µM), for the others: at the top dose activity change, negative = inhibition, most hits filed as inhibitors | actives 0.35% (n = 350,000) | AID 2517;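 also: plate controls were vehicle for no effect and reference inhibitor for full effect; nearly all actives have a fitted effect of over 55% in size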
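0.75 nM APE1 + cpd, 15 min RT; start w/ 50 nM TAMRA/BHQ-2 THF-abasic dsDNA; kinetic fluor 525/598 nm ×3 reads @60 s; Δ(read3−read1); normalized to DMSO and NSC13755 control wells.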
Pol beta inh = inhibitors of human DNA polymerase beta; Potency, µM (titrated, usually from 114 µM), for inactives: top-dose activity change, negative = inhibition, usual class: inhibitors; actives 1.3% (n = 340,000); Pol beta primer extension/strand displacement, fluorescence kinetic; also: % is scaled to controls: 0 for no effect and ±100 for the full control effect
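Pol beta (10 nM) was preincubated with compound for 15 min at room temperature. The reaction was then started with 50 nM substrate and read immediately and after a further 10 min at room temperature.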
G9a block = G9a (human) methyltransferase inhibition; Q96KQ7; AID 504332; Potency, µM (doses to about 102 µM), inactives show at the top dose activity, negative = inhibition, most hits filed as inhibitors; actives 8.8% (n = 350,000); G9a H3K9 monomethylation, AlphaScreen, 2 h; also: % is scaled to controls: 0 for no effect and ±100 for the full control effect; nearly all actives have a fitted effect of over 75% in size
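AlphaScreen read-out: biotin-H3K9 peptide (500 nM) methylation by 20 nM enzyme with 20 uM SAM, 2 h at room temperature after 15 min compound preincubation; anti-monomethyl H3K9 antibody plus donor/acceptor beads, 10 min dark.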
Numbers without * were called inactive; [ ] = another dose, or the depositor's remark. Calls follow the shape of the dose curve; as a rule, active = well fitted curve in the direction sought with a large enough effect; inconclusive = small, poorly fitted or top-dose-only effect, or another doubt; inactive = no such curve, though single readings can be large; an effect the other way counts as inactive or inconclusive. Potency is read from the fitted curve at half-maximal effect. A portion of the library; the hit share may differ from the screen's.

How did O=c1oc2ccccc2cc1-c1nc2c(s1)CCCC2 do in these assays?
Pol iota inh: 16%; BLM inh: -6%; BAZ2B block: 0%; POLK inh: -7%; Apoferritin bind: 292%[activator]; Pol eta inh: -3%; APEX1 inh: -5%; Pol beta inh: 22%; G9a block: -48%

How did O=C(CN1C(=O)NC2(CCCC2)C1=O)Nc1ccc(F)c([N+](=O)[O-])c1 do in these assays?
Pol iota inh: inconclusive; BLM inh: -2%; BAZ2B block: 7%; POLK inh: -13%; Apoferritin bind: -1%; Pol eta inh: -13%; APEX1 inh: -11%[12.4 µM]; Pol beta inh: 4%; G9a block: -13%[59 µM]

What do the screens show for `CC1CCc2cccc3c2N1c1cc(C#N)c(C#N)cc1O3` (stereo unspecified)?
Pol iota inh: -3%[58.9 µM]; BLM inh: -3%; BAZ2B block: 71%[activator]; POLK inh: -4%; Apoferritin bind: -13%; Pol eta inh: -9%; APEX1 inh: 1%; Pol beta inh: 18%; G9a block: 377%[activator][59 µM]

What do the screens show for `Cc1nnsc1Sc1ccccc1`?
Pol iota inh: 71%[activator]; BLM inh: -7%; BAZ2B block: 12%; POLK inh: 4%; Apoferritin bind: -14%; Pol eta inh: -22%; APEX1 inh: 4%; Pol beta inh: 5%; G9a block: -13%[59 µM]

How did O=c1[nH]c2ccc(S(=O)(=O)Nc3cc(Cl)ccc3O)cc2o1 do in these assays?
Pol iota inh: inconclusive; BLM inh: -9%; BAZ2B block: 40µM*; POLK inh: inconclusive; Apoferritin bind: inconclusive; Pol eta inh: 89µM*; Pol beta inh: inconclusive; G9a block: 3.2µM*

What do the screens show for `COc1ccc(-c2cc(C(=O)N3CCCCCC3)no2)cc1OC`?
Pol iota inh: 34%[activator]; BLM inh: -9%; BAZ2B block: 9%; POLK inh: -22%; Apoferritin bind: -8%; Pol eta inh: 6%; APEX1 inh: -4%[12.4 µM]; Pol beta inh: 43%; G9a block: 14%[59 µM]

What do the screens show for `CCn1ncc(Br)c1C(=O)Nc1ccc(-c2ccno2)cc1`?
Pol iota inh: 4%; BLM inh: -19%; BAZ2B block: -11%; POLK inh: 0%; Apoferritin bind: -17%; Pol eta inh: -10%; APEX1 inh: 1%; Pol beta inh: 23%

How did COc1cc(C(=O)NCC(c2ccc(F)cc2)N2CCOCC2)ccc1OCc1ccccc1Cl (stereo unspecified) do in these assays?
Pol iota inh: 15%; BAZ2B block: -5%; POLK inh: -8%; Pol eta inh: -21%; APEX1 inh: 4%; G9a block: 5%[59 µM]

What do the screens show for `COc1ccc(OC)c(CCNC(=O)c2nn(C)c3c2CS(=O)(=O)c2ccccc2-3)c1`?
Pol iota inh: -17%; BLM inh: 1%; BAZ2B block: -28%; POLK inh: -2%; Apoferritin bind: -7%; Pol eta inh: -12%; APEX1 inh: 34%; Pol beta inh: 9%; G9a block: -15%

What do the screens show for `CCOc1ccc(C(=O)NCC(=O)OCC(=O)c2ccc3c(c2)-c2ccccc2C3)cc1`?
Pol iota inh: -6%; BLM inh: 2%; BAZ2B block: 13%; POLK inh: -5%[60.1 µM]; Apoferritin bind: -10%; Pol eta inh: 11%; APEX1 inh: 23%; Pol beta inh: 32%; G9a block: 71µM*

The closing 3 records of the part before are carried over, then new ones follow.
How did COc1cc(C(=O)NCC(c2ccc(F)cc2)N2CCOCC2)ccc1OCc1ccccc1Cl (stereo unspecified) do in these assays?
Pol iota inh: 15%; BAZ2B block: -5%; POLK inh: -8%; Pol eta inh: -21%; APEX1 inh: 4%; G9a block: 5%[59 µM]

What do the screens show for `COc1ccc(OC)c(CCNC(=O)c2nn(C)c3c2CS(=O)(=O)c2ccccc2-3)c1`?
Pol iota inh: -17%; BLM inh: 1%; BAZ2B block: -28%; POLK inh: -2%; Apoferritin bind: -7%; Pol eta inh: -12%; APEX1 inh: 34%; Pol beta inh: 9%; G9a block: -15%

What do the screens show for `CCOc1ccc(C(=O)NCC(=O)OCC(=O)c2ccc3c(c2)-c2ccccc2C3)cc1`?
Pol iota inh: -6%; BLM inh: 2%; BAZ2B block: 13%; POLK inh: -5%[60.1 µM]; Apoferritin bind: -10%; Pol eta inh: 11%; APEX1 inh: 23%; Pol beta inh: 32%; G9a block: 71µM*

Results for Cc1noc(C)c1NC(=O)N(C)C[C@H]1Oc2c(NC(=O)C3CC3)cccc2C(=O)N([C@H](C)CO)C[C@@H]1C ?
Pol iota inh: -8%; POLK inh: 6%; Pol eta inh: -7%; APEX1 inh: -4%

What do the screens show for `Cc1[nH]c2ccc(S(N)(=O)=O)cc2c1C`?
Pol iota inh: 2%; BLM inh: -2%; BAZ2B block: -6%; POLK inh: -6%; Apoferritin bind: -8%; Pol eta inh: 2%; APEX1 inh: 28%; Pol beta inh: -8%; G9a block: -8%[59 µM]

What do the screens show for `Cc1c(C(=O)N2CCN(Cc3ccc4c(c3)OCO4)CC2)cccc1[N+](=O)[O-]`?
Pol iota inh: 16%; BLM inh: 3%; BAZ2B block: -11%; POLK inh: -1%; Apoferritin bind: -15%; Pol eta inh: -10%; APEX1 inh: 0%; Pol beta inh: 4%; G9a block: -11%[59 µM]

How did Cc1ccc(O)c(NC(=O)CCC2CCCCC2)c1 do in these assays?
Pol iota inh: 2%; BLM inh: -5%; BAZ2B block: 10%; POLK inh: -1%; Apoferritin bind: inconclusive; Pol eta inh: -7%; APEX1 inh: -1%; Pol beta inh: 7%; G9a block: 5%[12.7 µM]

How did O=C(CCc1cn(Cc2ccc(F)cc2)c2ccccc12)NC1CCCCC1 do in these assays?
Pol iota inh: 14%; BLM inh: -2%; BAZ2B block: -19%; POLK inh: -2%; Apoferritin bind: -8%; Pol eta inh: -15%; Pol beta inh: 17%; G9a block: -30%[59 µM]

How did O=C(O)CSc1cn(Cc2ccccc2)c2ccccc12 do in these assays?
Pol iota inh: 137%[activator]; BLM inh: -2%; BAZ2B block: -8%; POLK inh: -2%; Apoferritin bind: 10%; Pol eta inh: -4%; APEX1 inh: -5%; Pol beta inh: 9%; G9a block: -26%[2.33 µM]

How did O=c1c(C(c2ccc(O)cc2)c2c(O)nc3n(c2=O)CCCS3)c(O)nc2n1CCCS2 do in these assays?
Pol iota inh: inconclusive; BLM inh: -9%; BAZ2B block: -39%; POLK inh: inconclusive; Apoferritin bind: -10%; Pol eta inh: 13µM*; APEX1 inh: inconclusive; Pol beta inh: -5%; G9a block: inconclusive

How did COc1ccccc1CCN1COc2c(cc3c(C)c(C)c(=O)oc3c2C)C1 do in these assays?
Pol iota inh: 29%; BLM inh: 14%; BAZ2B block: 9%; POLK inh: 2%; Apoferritin bind: 812%[activator]; Pol eta inh: -12%; Pol beta inh: 1%; G9a block: 29%[59 µM]

Results for O=C(Nc1cccc(O)c1)C(Cc1ccccc1)N1C(=O)c2cccc3cccc(c23)C1=O (stereo unspecified) ?
Pol iota inh: 17%; BLM inh: 3%; BAZ2B block: -6%; POLK inh: -21%; Apoferritin bind: -1%; Pol eta inh: 11%; APEX1 inh: 3%; Pol beta inh: 0%; G9a block: 14%[59 µM]

How did COC(=O)c1sccc1NC(=O)COc1ccc(Cl)cc1Cl do in these assays?
Pol iota inh: inconclusive; BLM inh: 6%; BAZ2B block: 11%; POLK inh: -2%; Apoferritin bind: 9%; Pol eta inh: -16%; APEX1 inh: 28%; Pol beta inh: 17%; G9a block: 8%[59 µM]

What do the screens show for `COCC(=O)N1CCC(Oc2ccc(C(=O)N3CCCCCC3)cc2)CC1`?
Pol iota inh: 20%; BLM inh: -1%; BAZ2B block: 4%; POLK inh: -6%; Apoferritin bind: -12%; Pol eta inh: -15%; APEX1 inh: 14%; Pol beta inh: 30%; G9a block: -3%

What do the screens show for `CCC(c1nnnn1CC1CCCO1)N(CCN1CCOCC1)Cc1cc2cc(C)ccc2[nH]c1=O` (stereo unspecified)?
Pol iota inh: -8%; BLM inh: 3%; BAZ2B block: 14%; POLK inh: -13%; Apoferritin bind: -1%; Pol eta inh: -12%; APEX1 inh: -2%; Pol beta inh: 3%; G9a block: 32%[12.7 µM]

How did N#Cc1cc2c(nc1SCC(=O)NCc1ccc3c(c1)OCO3)CCCCC2 do in these assays?
Pol iota inh: -6%[58.9 µM]; BLM inh: -3%; BAZ2B block: -7%; POLK inh: -14%; Apoferritin bind: -10%; Pol eta inh: 2%; APEX1 inh: 2%; Pol beta inh: 13%; G9a block: -11%

What do the screens show for `O=C(c1cc(COc2c(F)cccc2F)on1)N1CCCCCC1`?
Pol iota inh: 9%; BLM inh: 0%; BAZ2B block: -7%; POLK inh: -6%; Apoferritin bind: -16%; Pol eta inh: -3%; APEX1 inh: 8%; Pol beta inh: 39%

How did CC[C@@]1(O)C(=O)OCc2c1cc1n(c2=O)Cc2cc3c(CN(C)C)c(O)ccc3nc2-1 do in these assays?
Pol iota inh: inconclusive; BLM inh: 4%; POLK inh: -25%; Apoferritin bind: 866%[activator]; Pol eta inh: -8%; APEX1 inh: 13%; G9a block: -50%[2.33 µM]

Results for O=C(/C=C/c1cccc(Cl)c1)OCc1cn2cc(Cl)ccc2n1 ?
Pol iota inh: 50%[activator]; BLM inh: inconclusive; BAZ2B block: -5%; POLK inh: -6%; Apoferritin bind: inconclusive; Pol eta inh: -25%; APEX1 inh: 20%; Pol beta inh: -3%; G9a block: 15%[59 µM]

Results for COc1ccc(/C=C/C(=O)O)cc1S(=O)(=O)NCc1ccco1 ?
Pol iota inh: inconclusive; BLM inh: -4%; BAZ2B block: -13%; POLK inh: -21%; Apoferritin bind: 1%; Pol eta inh: 56µM*; APEX1 inh: -10%; Pol beta inh: inconclusive; G9a block: inconclusive

How did Cc1ccc(C)c(N2CCN(CCCNC(=O)Cn3cccc3C(=O)c3ccccc3)CC2)c1 do in these assays?
Pol iota inh: 29%; BLM inh: 3%; BAZ2B block: -37%; POLK inh: -2%; Apoferritin bind: -3%; Pol eta inh: -23%; APEX1 inh: 14%; Pol beta inh: -29%; G9a block: -45%

How did OCCC#Cc1ccc(CN2CCN(Cc3ccccc3)C(CCO)C2)cc1 (stereo unspecified) do in these assays?
Pol iota inh: 67%[activator]; BLM inh: 1%; BAZ2B block: -19%; POLK inh: 5%; Apoferritin bind: -5%; Pol eta inh: -8%; APEX1 inh: 5%; Pol beta inh: -2%; G9a block: -27%
